From PubChem
UBC9 SUMO inh = blocks human SUMOylation mediated by UBC9; P63279; HTRF SUMOylation assay, SAE1/SAE2 + UBC9, in vitro; inhibition, % at 35 µM; 0.36% of 290,000 active; AID 2006; in the data active = inhibition above about 50%, passing the limit was not always enough; also: strong numbers were not always called active
NS3 helicase inh = inhibitors of Hepatitis C virus NS3 helicase. NS3 helicase DNA unwinding, Cy5 molecular beacon fluorescence. inhibition, % at 10.9 µM. 0.56% of 290,000 active;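 active = inhibition above the mean of all tested compounds plus 3 SD, set per campaign, cut at about 35% in these data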;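 also: 0% = DMSO wells and 100% = thioflavine S control wells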
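System: HCV NS3 helicase fragment; control set: DMSO and thioflavine S; technique: Cy5 fluorescence at 0 and 60 min, beacon hairpin quenching; reagent: beacon DNA duplex substrate plus ATP; replicates: singlicate; schedule: 1 h reaction at 25 °C, ATP-initiated; medium: MOPS buffer pH 6.5 with MgCl2, DTT, Tween20, BSA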
IDE act = boosts human insulin-degrading enzyme activity in HEK cells | P14735 | FAbeta-B cleavage, fluorescence polarization; 0% vehicle, 100% cell-free pure enzyme wells | activation, % at 5.96 µM | 0.073% of 340,000 active | AID 493087;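 active = activation above the mean of all tested compounds plus 3 SD, set per screening campaign, cut at about 17% in these data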
Target sequence (P14735 whole entry, looked up): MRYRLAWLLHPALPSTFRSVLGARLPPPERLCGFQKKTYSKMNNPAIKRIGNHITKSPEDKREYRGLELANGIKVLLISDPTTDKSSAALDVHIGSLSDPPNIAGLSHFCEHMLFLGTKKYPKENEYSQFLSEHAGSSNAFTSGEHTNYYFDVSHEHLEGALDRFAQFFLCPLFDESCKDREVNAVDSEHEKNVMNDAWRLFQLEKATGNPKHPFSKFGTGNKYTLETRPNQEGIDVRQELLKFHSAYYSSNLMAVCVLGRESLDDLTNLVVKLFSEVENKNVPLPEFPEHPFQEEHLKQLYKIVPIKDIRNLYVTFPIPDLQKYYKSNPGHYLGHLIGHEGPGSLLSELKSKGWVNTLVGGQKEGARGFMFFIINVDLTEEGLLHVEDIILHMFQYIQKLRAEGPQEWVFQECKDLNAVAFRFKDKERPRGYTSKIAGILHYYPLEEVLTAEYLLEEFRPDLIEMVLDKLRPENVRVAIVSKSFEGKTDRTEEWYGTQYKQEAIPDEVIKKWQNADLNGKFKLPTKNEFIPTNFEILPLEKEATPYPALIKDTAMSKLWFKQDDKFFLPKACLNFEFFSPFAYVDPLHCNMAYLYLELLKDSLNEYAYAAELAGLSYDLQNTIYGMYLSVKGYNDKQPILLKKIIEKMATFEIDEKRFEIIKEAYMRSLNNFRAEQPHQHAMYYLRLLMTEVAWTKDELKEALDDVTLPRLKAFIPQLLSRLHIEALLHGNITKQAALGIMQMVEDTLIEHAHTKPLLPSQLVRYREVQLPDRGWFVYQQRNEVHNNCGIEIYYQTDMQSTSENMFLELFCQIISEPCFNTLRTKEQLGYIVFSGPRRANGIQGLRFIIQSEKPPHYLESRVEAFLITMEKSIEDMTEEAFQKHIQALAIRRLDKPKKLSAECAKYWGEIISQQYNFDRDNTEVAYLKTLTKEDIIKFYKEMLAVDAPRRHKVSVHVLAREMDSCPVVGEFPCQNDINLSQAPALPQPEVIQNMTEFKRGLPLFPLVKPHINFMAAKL
FID counter = displaces DNA intercalator in HCV helicase counter-screen; 0.17% of 290,000 active; DNA fluorescent intercalator displacement, fluorescence; inhibition, % at 7.9 µM; AID 1845; in the data active = inhibition above about 37%;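 also: 0% = vehicle and 100% = reference compound; higher means more ethidium bromide displaced from hairpin DNA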
VIM-2 inhibitor = blocks Pseudomonas aeruginosa VIM-2 metallo-beta-lactamase | purified VIM-2, nitrocefin hydrolysis, epi-absorbance fluorescence | 0.89% of 290,000 active | inhibition, % at 5.6 µM;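 active = inhibition above the mean of all tested compounds plus 3 SD, cutoff set per screening run, cut at about 7.5% in these data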;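 also: red hydrolysis product quenches plate fluorescence so inhibitors raise well fluorescence; 0% = enzyme with DMSO and 100% = DMSO without enzyme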
IMP-1 inh = inhibitors of Pseudomonas aeruginosa IMP-1 metallo-beta-lactamase. AID 1556. inhibition, % at 5.6 µM. 0.45% of 290,000 active. purified IMP-1, nitrocefin hydrolysis, epi-absorbance fluorescence;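 active = inhibition above the mean plus 3 SD of all compounds in the same screening run, cut at about 4.5% in these data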;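 also: 0% = IMP-1 with DMSO and 100% = DMSO wells lacking enzyme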
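System: purified IMP-1; amount: IMP-1 0.2 nM before substrate addition; compound: single dose, 5.6 µM; times: 25 °C, 15 min preincubation, 25 min reaction; signal: Epi-absorbance via hydrolysed-nitrocefin quenching of white-plate fluorescence, 480/530 nm, EDTA stop; benchmarks: DMSO with and without IMP-1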
p-CIP stab down = compounds decreasing mouse p/CIP protein stability; Q05BA5; F442A p/CIP-EGFP cells, EGFP fluorescence, 16 h; decrease of EGFP signal, % at 10 µM; 0.01% of 290,000 active;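 active = EGFP signal decrease of at least 30% at 10 µM or well 3 SD below plate mean, unless failing retest; inactive = the rest, including hits failing retest or dose response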; also: some compounds called inactive have numbers as strong as hits; many of its hits are not listed in these tables
PHOSPHO1 inh = inhibitors of human PHOSPHO1 phosphatase | AID 1565 | 1.1% of 290,000 active | Q8TCT1 | inhibition, % at 13.3 µM | recombinant PHOSPHO1, absorbance phosphatase assay; in the data active = inhibition above about 60%
MEKK3 PB1 HTS = modulators (inhibitors or enhancers) of MEK5 binding to human MEKK3 PB1 domain | binding response (% of control), % at 10 µM | 1.4% of 290,000 active | bead-based flow cytometry, Alexa488-MEK5 binding to MEKK3; actives lie on both sides; 0 = blocked by unlabeled MEK5, 100 = vehicle;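 active = binding response more than 3 SD above or below the average of its plate-row segment, actives on both sides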;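 also: Alexa488 bead fluorescence after subtracting the streptavidin-only scavenger bead signal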
* marks the source's active call; other numbers are inactive results; . = not tested or not shown.

molecule	UBC9 SUMO inh	NS3 helicase inh	IDE act	FID counter	VIM-2 inhibitor	IMP-1 inh	p-CIP stab down	PHOSPHO1 inh	MEKK3 PB1 HTS
Cc1ccc(C2CC2c2n[nH]c(=S)n2-c2ccc(C)cc2)cc1 (configuration not stated)	9	5	-12	-35	-4.2	-3.8	-3	90*	99
CCOCCc1nnc(NC(=O)C(CC)c2ccccc2)s1 (configuration not stated)	1	-6	6	-10	-3.1	-1.7	3	-5	102
O=S(=O)(NNc1nccc(C(F)(F)F)n1)c1cccc(Cl)c1Cl	4	0	-6	-6	-1.0	-2.1	4	2	97
Cc1ccccc1NC(=O)COC(=O)Cc1cccc(C(F)(F)F)c1	-9	8	-3	-7	-0.8	-3.5	-2	11	100
COc1ccc(CCN(C)C2CCCN(C(=O)CCSC)C2)cc1OC (configuration not stated)	-2	0	-3	-14	-2.8	-1.4	5	.	104
COCCN1C(=O)N(c2ccc(Cl)cc2)C(=O)C1CC(=O)Nc1cc(OC)cc(OC)c1 (configuration not stated)	-1	-7	-4	-6	-2.5	-3.5	-17	.	96
O=C(Nc1cccc(Br)c1)c1ccc(CSc2ccccc2)cc1	-27	-2	4	1	-1.0	-2.3	0	29	.
O=C(Oc1ccc(C(=S)N2CCOCC2)cc1)c1ccc([N+](=O)[O-])cc1[N+](=O)[O-]	-9	2	-2	3	-0.1	-1.1	-4	-8	105
COc1ccc(C(=O)NCC(=O)N/N=C/c2cn(C)c3ccccc23)cc1OC	-5	-4	0	-27	-0.1	-1.6	-3	31	101
O=C(NCC1CCCO1)c1ccc2c(=O)n(Cc3ccc(Cl)cc3)c(=S)[nH]c2c1 (configuration not stated)	17	0	-4	-4	-0.6	-1.3	4	-19	98
Cc1c(CC(=O)NCCCCCC(=O)O)c(=O)oc2cc3c(cc12)CCC(C)(C)O3	21	4	6	-43	-2.1	-2.0	-9	19	105
CC(C)NC(=O)C(c1ccc(F)cc1)N(C(=O)CCC(=O)Nc1ccccn1)C1CCCCC1 (configuration not stated)	-2	4	6	-37	-2.1	-0.7	-11	10	97
O=C(NC(=S)Nc1ccc(N2CCOCC2)cc1)c1ccco1	6	3	6	-3	0.1	-2.8	0	-22	99
CCCCNC(=O)C1CCN(c2nc(C)cc(C)n2)CC1	19	2	3	-11	-0.8	-1.9	-8	-20	104
CCCn1c2ccccc2c2cc(C(=O)O)ccc21	19	11	8	-15	-3.8	-4.1	-6	22	.

Next section:
molecule	UBC9 SUMO inh	NS3 helicase inh	IDE act	FID counter	VIM-2 inhibitor	IMP-1 inh	p-CIP stab down	PHOSPHO1 inh	MEKK3 PB1 HTS
Cc1ccccc1NC(=O)/C=C1\SC(=O)NC1=O	2	11	1	3	-2.4	-2.7	3	-17	100
O=C(Nc1ccccc1Cl)OC1CCCCC1	-12	-5	4	-12	-0.4	-1.4	8	4	103
CCc1cc[n+](-c2nc([O-])sc2C=O)cc1	-9	4	3	3	0.5	-2.2	-1	79*	90
COc1ccccc1NC(=O)CSc1nnnn1C1CCCC1	1	0	8	-14	-2.5	0.2	-1	18	104
COc1cccc(NC(=O)C(Sc2nnc(-c3ccncc3)n2-c2ccc(Cl)cc2)c2ccccc2)c1 (configuration not stated)	-4	-19	5	-31	-3.9	-2.6	-3	-7	87
Cc1onc(C(=O)NCc2cccs2)c1[N+](=O)[O-]	10	3	-2	1	-4.0	0.1	7	-26	95
CC1CC(C)CN(S(=O)(=O)c2ccc3c(c2)oc(=O)n3CC(=O)N2CCOCC2)C1 (configuration not stated)	26	2	6	-1	-3.2	-4.2	-2	26	107
CCC(C)c1ccccc1NC(=O)CN(C)CC(=O)Nc1ccccc1SC (configuration not stated)	6	-4	2	-45	-5.0	-3.1	-10	7	102
Cn1c(N)c(S(=O)(=O)N2CCN(C(=O)c3ccco3)CC2)c(=O)n(C)c1=O	22	4	3	2	-4.1	-2.4	2	-2	95
COc1ccccc1/C=C/C=NC1C(=O)N(c2ccccc2)[N+](C)=C1C (configuration not stated)	7	2	3	-7	-0.2	-0.3	0	-5	97
CC(C)Oc1ccc(/C(O)=C2/C(=O)C(=O)N(CCN(C)C)C2c2ccco2)cc1 (configuration not stated)	20	-1	0	-4	-0.2	-0.6	-7	15	78
CC(CNS(=O)(=O)c1ccccc1)(c1ccccc1)N1CCOCC1 (configuration not stated)	2	12	1	-9	-1.2	2.0	-8	1	93
Cc1cc(N2CCOCC2)nc(-c2ccccc2O)n1	12	-5	-2	-4	0.5	-2.2	-5	6	98
Cc1noc(NS(=O)(=O)c2ccc(NC(=O)CCC3CCCCC3)cc2)c1C	11	21	5	-47	-4.0	-4.0	-12	-14	102
COc1cc(CNCc2cccs2)cc(Br)c1OC	16	-6	-6	5	1.7	-1.3	4	19	104

Some entries already given, reduced to p-CIP stab down, VIM-2 inhibitor and PHOSPHO1 inh.
| structure | p-CIP stab down | VIM-2 inhibitor | PHOSPHO1 inh |
| --- | --- | --- | --- |
| Cc1ccccc1NC(=O)/C=C1\SC(=O)NC1=O | 3 | -2.4 | -17 |
| O=C(Nc1ccccc1Cl)OC1CCCCC1 | 8 | -0.4 | 4 |

(continued)
molecule	UBC9 SUMO inh	NS3 helicase inh	IDE act	FID counter	VIM-2 inhibitor	IMP-1 inh	p-CIP stab down	PHOSPHO1 inh	MEKK3 PB1 HTS
CC1CCCC(C)N1NC(=O)c1ccc(Cl)c(S(N)(=O)=O)c1 (configuration not stated)	8	0	8	-5	-0.8	-3.3	-5	13	101
Cc1cccc(NC(=S)Nc2ccc(Br)cc2)c1	4	-3	3	0	-4.1	-1.6	8	-17	105
CCN(CC)c1ccc(NC(=O)c2cc(Cl)ccc2OC)cc1	-11	3	-2	5	-2.0	-2.8	0	76*	103
CSc1sc(C)cc1C=O	-20	4	3	-1	-1.0	-1.1	3	-24	111
CCN1CCN(CCCNc2ncnc3nc[nH]c23)CC1	-9	6	4	2	-2.0	-2.4	2	18	110
O=C(O)CC(NC(=O)c1sc2ccccc2c1Cl)c1ccc(OC2CCCC2)cc1 (configuration not stated)	14	21	5	-7	-1.6	-2.1	1	10	91
COc1ccc2nc(SCC(=O)NCc3ccccc3)[nH]c2c1	1	-1	6	-5	-2.9	-4.6	-6	9	104
CC1CCCCC1NC(=O)CCS(=O)(=O)c1cc2c(cc1Cl)NC(=O)CO2 (configuration not stated)	15	-2	4	-5	-1.6	-1.9	-16	18	101
NC(=O)c1ccccc1OCC(=O)NC12CC3CC(CC(C3)C1)C2	1	-2	1	-12	-6.1	-3.2	3	-34	104
CCOC(=O)Cn1nc(-c2ccc(C)cc2)c2ccccc2c1=O	26	-3	5	2	-4.3	-2.3	-3	3	93
c1ccc2[nH]c(NCc3ccc4c(c3)OCO4)nc2c1	2	-7	3	2	-1.3	-4.3	7	8	108
Cc1nnc(NC(=O)COc2ccc3c(C)cc(=O)oc3c2)s1	25	9	4	-4	-2.3	0.2	9	33	.
C=CCN(CC=C)C(=O)c1cc(Cl)ccc1[N+](=O)[O-]	15	6	-1	-1	-2.7	-1.4	-10	11	98
C[C@@H]1CN(c2c(F)c(F)c3c(=O)c(C(=O)O)cn(C4CC4)c3c2F)C[C@H](C)N1	13	2	1	-6	1.3	-2.6	-15	32	100
Cc1nnc(SCC(=O)N2CC(C)OC(C)C2)n1-c1ccccc1 (configuration not stated)	-9	-2	3	-12	-2.4	-1.4	2	-26	100

Next part.
molecule	UBC9 SUMO inh	NS3 helicase inh	IDE act	FID counter	VIM-2 inhibitor	IMP-1 inh	p-CIP stab down	PHOSPHO1 inh	MEKK3 PB1 HTS
CC(C)N(C(=O)c1ccc2nc(-c3ccccc3)c(-c3ccccc3)nc2c1)C(C)C	-11	-3	3	-30	-8.9	-2.3	-12	-7	94
CCOCCCNc1nc(-c2ccccc2)nc2ccccc12	6	-14	-2	1	1.4	-0.2	-8	15	102
CC(=O)Nc1ccc(NC(=O)C2CC(=O)N(c3cccc(Cl)c3)C2)cc1 (configuration not stated)	15	-5	0	4	-1.5	-1.7	-18	6	102
COc1ccc(-n2nc(C(=O)NCC(=O)N3CCN(c4ccccc4F)CC3)c3ccccc3c2=O)cc1	10	-1	-1	-39	-2.6	-2.4	-6	23	104
CCOc1ccc2nc(N(CCCN(C)C)C(=O)c3ccc(S(=O)(=O)N4CCCC4)cc3)sc2c1	-5	-37	6	19	-3.0	-3.5	-10	38	106
COc1ccc(C(C)NS(=O)(=O)Cc2ccccc2)cc1 (configuration not stated)	2	-6	0	-3	-1.9	-2.4	-10	-21	100
CCOc1ccc(NC(=O)c2ccc(NC(=O)Cc3n[nH]c(=O)c4ccccc34)cc2)cc1	25	-9	3	0	0.5	-1.7	-8	38	103
CC(C)OCCCNC(=O)C1CCC(CNS(=O)(=O)c2ccc(Cl)cc2)CC1 (configuration not stated)	7	-9	4	-24	1.3	-1.0	-3	2	82
O=c1c2cc([N+](=O)[O-])cc([N+](=O)[O-])c2[nH]n1-c1ccccc1	-45	13	2	5	-2.9	-5.1	1	.	102
Cc1cccc(CNC(=O)Cn2ccc3cc(S(=O)(=O)N4CCCC4)ccc32)c1	10	5	3	-28	-2.5	-4.7	-5	22	106
Cc1cc(NCCCN2CCOCC2)n2nc(C)c(-c3ccc(F)cc3)c2n1	27	-19	-1	10	0.3	-1.4	-2	1	104
CC(NC(=O)C1CCCN(S(=O)(=O)N2CCOCC2)C1)c1ccccc1 (configuration not stated)	14	-5	1	-4	-0.8	-0.8	22	12	97
Cc1ccnc(NC(=O)CCCc2c[nH]c3ccccc23)c1	2	0	-2	-18	-0.2	-1.0	1	-28	101

Some of the compounds tested, so the mix of outcomes need not match the whole.
